KLF5 inh: suppresses KLF5 promoter-driven expression | DLD-1 KLF5 promoter-luciferase reporter, luminescence | inhibition, % at 5 µM | 290,000 tested, 0.23% active | AID 1700;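 active means inhibition above a per-plate limit of that plate's mean compound inhibition plus 3 SD, cut at about 60% in these data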;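 further: 0% = DMSO wells and 100% = LY294002 at 200 µM; higher means less KLF5 promoter-driven luciferase light; inactives centre near -14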
IEC-6 cytotox: kills IEC-6 intestinal cells in KLF5 counter-screen; IEC-6 cytotoxicity, luminescence viability; inhibition, % at 5 µM; 290,000 tested, 0.78% active; AID 1825; in the data active means inhibition above about 22%;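 further: 0% = plate median of test compound wells and 100% = cytotoxic reference compound wells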
HDAC3 inhib: inhibitors of human histone deacetylase 3. O15379. recombinant HDAC3, fluorogenic peptide/trypsin coupled, fluorescence. inhibition, % at 8.3 µM. 320,000 tested, 0.15% active. AID 2718; in the data active means inhibition above about 26%, passing the limit was not always enough
Target sequence (O15379 whole entry, looked up): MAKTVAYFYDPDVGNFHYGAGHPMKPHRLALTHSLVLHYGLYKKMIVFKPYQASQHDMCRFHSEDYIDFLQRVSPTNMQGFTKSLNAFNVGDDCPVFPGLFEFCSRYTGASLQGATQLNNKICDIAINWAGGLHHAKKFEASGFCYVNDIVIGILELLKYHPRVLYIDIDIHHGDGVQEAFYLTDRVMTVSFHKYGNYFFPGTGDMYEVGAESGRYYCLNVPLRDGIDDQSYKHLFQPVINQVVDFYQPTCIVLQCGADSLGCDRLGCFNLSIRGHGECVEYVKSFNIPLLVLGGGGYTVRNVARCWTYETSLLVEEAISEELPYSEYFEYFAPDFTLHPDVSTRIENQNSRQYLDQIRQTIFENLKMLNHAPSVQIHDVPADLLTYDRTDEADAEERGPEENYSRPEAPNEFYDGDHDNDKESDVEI
HSP90 inh: inhibitors of HSP90 luciferase refolding in rabbit reticulocyte lysate; luciferase refolding luminescence, 3 h; inhibition, % at 5.6 µM; 290,000 tested, 0.91% active;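 active means inhibition above the screen-wide mean plus 3 SD, computed separately per campaign, cut at about 16% in these data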;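 further: 0% = DMSO wells and 100% = 60 µM geldanamycin wells; inhibitors lower the luminescence because luciferase stays unfolded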
AI-2 QS modul: Vibrio harveyi AI-2 quorum sensing modulation. Vibrio harveyi JMH597 AI-2 luminescence/OD600 ratio, 9 h; hits give low values; strain lacks LuxN and CqsS sensors; 0 = neutral-control median. activity change, % at 7.5 µM. 300,000 tested, 0.4% active; in the data active means activity change below about -75%, passing the limit was not always enough;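 further: luminescence divided by OD600 gain over 9 h not by final OD600 alone; inactives centre near 13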
HSF1 inhib: HSF1 inhibition; NIH3T3-HGL HSE-luciferase, MG132-induced, luminescence 8 h; hits give low values; activity change, negative = inhibition, % at 7.5 µM (by protocol); 300,000 tested, 0.77% active;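 active means more than half of replicate wells show activity change below -50%, luminescence cut by over half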;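 further: luciferase reports HSF-1 transcriptional activity via heat shock element; 0% = median of DMSO wells and -100% = zero luminescence signal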
Platelet DG rel: modulates dense granule release in human platelets; 300,000 tested, 0.22% active; human platelet-rich plasma, SFLLRN dense granule ATP release, luminescence; inhibition, %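 (compounds screened at 7.5 µM in platelet-rich plasma)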; AID 1663;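 active means mean replicate score, as percent of positive control, at or above 50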
aSyn UTR inh: 5' untranslated region of α-synuclein, MLPCN primary screen; 300,000 tested, 0.82% active; inhibition, % (tested at 7.5 µM); alpha-synuclein 5'UTR reporter, inhibitor activity; in the data active means inhibition above about 60%;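 further: H4 neuroglioblastoma cells stably carrying SNCA 5'UTR luciferase fusion; 0% = DMSO wells and 100% = positive control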
HIF activator: HIF pathway transcriptional activation; U2OS HRE-luciferase reporter, luminescence; normalized: DMSO 0%, desferrioxamine 100%; activation, % at 7.5 µM (by protocol); 300,000 tested, 0.32% active; AID 1910;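 active means mean activation of at least 10% of the iron chelator positive control signal, with at least half of replicates also reaching 10%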
HSF-1 act: increases HSF-1 driven luciferase reporter signal. NIH3T3-HGL HSF-1 luciferase reporter, MG132, 8 h; 100% = twice DMSO control signal. activation, % at 9 µM. 300,000 tested, 1.7% active. AID 504408;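 active means mean replicate activation of at least 50% with a set share of replicates each reaching 50%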;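 further: 0% = median of the neutral control wells and 100% = twice that signal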
The depositor's hits bear a star; · = no result given.

| SMILES | KLF5 inh | IEC-6 cytotox | HDAC3 inhib | HSP90 inh | AI-2 QS modul | HSF1 inhib | Platelet DG rel | aSyn UTR inh | HIF activator | HSF-1 act |
| --- | --- | --- | --- | --- | --- | --- | --- | --- | --- | --- |
| C=CCNC(=O)c1oc2ccc(S(=O)(=O)N3CCC4(CC3)OCCO4)cc2c1C | -42.5 | -3.3 | 0.2 | -0.4 | 13.3 | -2.8 | 10.4 | 21.2 | -0.9 | 0.9 |
| Cc1nc2ccc(NC(=O)/C=C/C(=O)O)cc2nc1C | -13.6 | 4.4 | -4.0 | 2.1 | -5.4 | -4.5 | -0.6 | -6.0 | 0.0 | 5.7 |
| CN(C)c1ccc(C(CNS(=O)(=O)c2cccc([N+](=O)[O-])c2)N2CCOCC2)cc1 (stereo not drawn) | · | · | -0.6 | · | 5.4 | -5.0 | 0.4 | 11.8 | -1.6 | -12.0 |
| COc1ccccc1OCc1nnc(SCCN2CCOCC2)o1 | -4.6 | -8.1 | -2.8 | 1.2 | 14.7 | 20.6 | -12.3 | 9.7 | 0.1 | 58.2* |
| COc1ccc(S(=O)(=O)N2CCN(C(=S)NCC3CCCO3)CC2)cc1OC (stereo not drawn) | -27.7 | -0.2 | 4.5 | -2.1 | 3.5 | -4.2 | -4.3 | 27.8 | 0.0 | -8.3 |
| CC(c1ccco1)N(C(=O)COc1ccc(Cl)cc1)c1ccccn1 (stereo not drawn) | -143.9 | 5.1 | -4.3 | 20.0* | · | · | · | · | · | · |
| COc1ccc(N(C(=O)c2ccccc2OC)C2C=CS(=O)(=O)C2)c(OC)c1 (stereo not drawn) | -7.1 | -3.5 | -3.2 | -1.7 | 26.9 | -5.7 | -5.9 | 2.8 | -0.3 | -18.4 |
| N/C(Cc1cccs1)=N\OC(=O)COc1ccc(Br)cc1 | -32.5 | -3.6 | -3.4 | -3.8 | 5.4 | 10.1 | -0.8 | -8.5 | 0.4 | 24.0 |
| C/C(=N\NC(=O)c1cc(C)nc2ccccc12)c1cccs1 | 17.9 | 28.9* | 12.2 | 2.1 | 14.4 | 1.7 | 5.4 | 5.3 | -0.4 | 14.9 |
| CCOc1ccc(C(=O)NCCCN2CCOCC2)cc1OCC | -10.7 | 1.6 | -3.7 | -2.1 | 16.5 | -3.9 | 0.0 | 4.5 | -0.3 | -0.7 |
| COc1cc(OC)cc(C(=O)OCCNC(=O)Cn2cnc3c2c(=O)n(C)c(=O)n3C)c1 | -27.8 | -4.7 | -12.4 | -4.0 | -3.7 | -2.0 | 0.7 | 0.4 | -0.2 | 16.4 |
| CN1CCN(C(=O)C2CCN(c3ncnc4c3nc3n4CCCCC3)CC2)CC1 | 4.4 | -8.6 | 0.9 | -3.1 | · | -1.5 | 12.0 | -6.8 | 0.3 | -6.3 |
| CC(=O)c1sc(NC(=O)c2ccccc2C)nc1C | -4.0 | 1.1 | 0.2 | -0.4 | 11.9 | 11.2 | 4.9 | -87.7 | 0.6 | 8.0 |
| C/C(=N\NC(=O)COc1ccc(C(C)(C)C)cc1)c1ccccc1 | -14.4 | -3.0 | 14.2 | -0.3 | 31.1 | 5.1 | 1.2 | -3.3 | 0.0 | 10.1 |
| COCCNC(=O)c1nn2cccnc2c1Cl | -21.7 | -2.0 | 2.7 | -0.6 | 13.0 | -3.4 | -2.8 | -2.0 | -0.4 | -5.6 |
| Cc1cc([N+](=O)[O-])ccc1N(C)C | -0.8 | 5.6 | -5.0 | -0.8 | 12.4 | -7.4 | 5.4 | 0.9 | 0.3 | 3.6 |
| COc1ccc(C(=O)/C=C/Nc2cc(C)on2)c(OC)c1 | -30.8 | -7.9 | 7.7 | -3.0 | 15.7 | -58.2* | -0.4 | -72.3 | 0.8 | -66.2 |
| CC(NC(=O)Nc1ccccc1F)C(C)(C)C (stereo not drawn) | -7.1 | -0.7 | -0.3 | 2.0 | 19.1 | -1.3 | 11.2 | 3.6 | -0.2 | -2.8 |
| CCc1ccc(NC(=O)CSc2nnc(CNC(=O)c3cccs3)o2)cc1 | -4.2 | -1.1 | 2.8 | -0.8 | 10.3 | 0.4 | -5.0 | -2.5 | 1.3 | 3.0 |
| O=C(CSc1nnc(Nc2ccccc2)s1)Nc1cccc(S(=O)(=O)N2CCCCC2)c1 | -9.4 | -6.3 | 1.1 | -0.9 | 41.3 | 11.1 | 9.6 | -22.9 | 0.1 | 7.4 |

Overlap with the part before: 3 compounds, followed by the next part.
| SMILES | KLF5 inh | IEC-6 cytotox | HDAC3 inhib | HSP90 inh | AI-2 QS modul | HSF1 inhib | Platelet DG rel | aSyn UTR inh | HIF activator | HSF-1 act |
| --- | --- | --- | --- | --- | --- | --- | --- | --- | --- | --- |
| CC(NC(=O)Nc1ccccc1F)C(C)(C)C (stereo not drawn) | -7.1 | -0.7 | -0.3 | 2.0 | 19.1 | -1.3 | 11.2 | 3.6 | -0.2 | -2.8 |
| CCc1ccc(NC(=O)CSc2nnc(CNC(=O)c3cccs3)o2)cc1 | -4.2 | -1.1 | 2.8 | -0.8 | 10.3 | 0.4 | -5.0 | -2.5 | 1.3 | 3.0 |
| O=C(CSc1nnc(Nc2ccccc2)s1)Nc1cccc(S(=O)(=O)N2CCCCC2)c1 | -9.4 | -6.3 | 1.1 | -0.9 | 41.3 | 11.1 | 9.6 | -22.9 | 0.1 | 7.4 |
| COc1cc(/C=C/C(=O)Nc2ccncc2)cc(OC)c1OC | -2.5 | 8.1 | -10.3 | -0.4 | 13.2 | -2.2 | 5.3 | -1.9 | -0.3 | -6.6 |
| COc1cc(NC(=O)c2ccnnc2)cc(C(=O)Nc2cccc(C(F)(F)F)c2)c1 | · | · | 9.6 | · | 25.4 | -3.3 | -0.6 | -24.7 | 2.4 | -8.0 |
| COc1ccccc1-n1nc(C(=O)Nc2ccc3c(c2)OCO3)c2ccccc2c1=O | -21.2 | 0.7 | 2.2 | 1.8 | 49.8 | -0.9 | 5.9 | 19.0 | -0.2 | 0.4 |
| Cc1nn(-c2ccccc2)c(Cl)c1C(=O)OCC(=O)N(C)c1c(N)n(Cc2ccccc2)c(=O)[nH]c1=O | · | · | 3.8 | · | -1.3 | 3.3 | -2.2 | -5.6 | -0.4 | -6.1 |
| CN1C(=O)c2ccccc2C(O)c2ccccc21 (stereo not drawn) | · | · | -1.2 | · | -5.5 | -6.4 | 1.4 | 2.9 | -0.1 | -18.5 |
| Cc1c(Cl)c([N+](=O)[O-])nn1CCCC(=O)Nc1c(Cl)cccc1Cl | -0.6 | 0.7 | -3.0 | 2.7 | 21.4 | -0.2 | -3.4 | -4.7 | 0.0 | 6.1 |
| CC(C)NC(=O)CSc1nnc(-c2ccc(F)cc2)c2ccccc12 | -8.3 | 2.4 | 1.7 | -2.2 | -3.8 | 14.7 | 11.5 | 4.3 | -3.5 | 26.3 |
| CCOC(=O)Nc1ccc(C)cc1Br | 4.5 | -3.0 | 2.6 | 0.9 | 10.8 | 3.0 | -3.2 | -3.1 | 1.5 | 1.7 |
| CC(=O)c1cc(C)ccc1OC(=O)CN1C(=O)c2ccccc2C1=O | -22.2 | -6.1 | 4.4 | -1.7 | 21.0 | -8.0 | 0.6 | 12.1 | -34.7 | -32.3 |
| Cn1c(CSc2nc3ccccc3s2)n[nH]c1=S | -12.9 | -5.3 | -5.4 | 0.4 | 3.7 | -4.1 | -1.4 | 4.0 | -0.4 | -9.5 |
| Cc1nnc(NC(=O)c2ccc3c(c2)C(=O)N(CCC(C)C)C3=O)s1 | -16.5 | 2.9 | 3.3 | -4.8 | 21.1 | -6.7 | -0.6 | 1.7 | -0.6 | -3.1 |
| Cc1ccc(NC(=O)COc2ccc(-n3cnnn3)cc2)cc1C | -19.8 | -2.9 | 1.1 | 1.0 | 9.8 | -1.4 | 7.9 | -5.5 | -0.1 | 2.4 |
| Cc1cccc(C)c1OCC(=O)Nc1cccc(-c2nnc(-c3ccccc3)o2)c1 | 10.1 | -2.2 | 8.6 | 0.4 | 12.3 | -7.9 | 1.2 | -90.9 | 1.1 | 1.1 |
| COc1ccc(N=C(C)C2=C(O)CSC2=O)cc1 | -3.4 | 5.1 | -6.1 | 1.4 | 9.0 | 1.3 | -1.4 | -72.0 | 1.5 | -12.7 |
| CN(Cc1ccon1)C(=O)CCc1nnc(CCCCc2ccccc2)o1 | 16.4 | 7.9 | 4.1 | 1.3 | 12.0 | -2.2 | 5.1 | 16.4 | -0.7 | 7.9 |
| C/C(=N\Nc1nccnc1Cl)c1ccc(O)c(C)c1 | -105.9 | 0.3 | 9.0 | 4.0 | -4.6 | -1.1 | 18.7 | -180.5 | -3.8 | 13.0 |
| N/C(=N\OC(=O)Cc1ccccc1)c1ccc(Br)cc1 | -6.7 | -16.0 | 3.7 | -4.7 | -54.5 | -0.4 | 1.5 | -79.9 | 2.1 | 22.8 |
| CCc1cc2cc(C)ccc2nc1SCC(=O)N1CCN(C(=O)c2ccco2)CC1 | -0.7 | 2.2 | 5.6 | 2.5 | · | · | · | · | · | · |
| CCc1nnc(NC(=O)C2Cc3ccccc3CN2S(=O)(=O)c2c(C)c(C)cc(C)c2C)s1 (stereo not drawn) | -16.2 | 2.6 | 4.8 | 3.5 | -5.8 | 6.4 | -2.6 | -104.3 | 1.4 | 25.0 |
| CCC(NC(=O)c1cc(COc2cncc(Cl)c2)on1)c1ccncc1 (stereo not drawn) | -40.8 | -7.0 | -1.3 | -4.1 | 15.9 | -12.0 | -12.8 | -12.7 | 0.8 | 0.3 |
| CCOc1ccc(OCC)c(NC(=O)CNS(=O)(=O)c2cccs2)c1 | -8.4 | -2.6 | 12.5 | -0.4 | 12.9 | -10.6 | 8.7 | 18.1 | -0.1 | -12.4 |
| O=C(CSc1ccc(Cl)cc1)N/N=C/c1ccc([N+](=O)[O-])o1 | -11.3 | -0.2 | 3.2 | 7.6 | -24.8 | 27.9 | 2.9 | -26.0 | -0.1 | 45.0 |
| CCCN(Cc1nc(-c2ccc(Cl)cc2)no1)CC1CCCO1 (stereo not drawn) | -26.7 | 6.5 | -6.5 | 5.0 | 5.1 | 0.6 | -1.3 | -10.0 | -0.1 | 12.2 |
| O=C(C1=C(O)C(=O)N(CCc2ccccc2)C1c1cccs1)c1ccco1 (stereo not drawn) | -2.0 | -2.5 | 1.9 | -2.6 | -16.8 | 4.5 | 5.6 | 16.9 | 1.1 | 27.4 |
| COc1ccc(S(=O)(=O)N2CCN(C(=O)NC3CCCCC3)CC2)cc1 | -2.2 | 3.1 | 3.4 | 3.9 | 5.1 | -3.5 | -2.4 | 17.9 | 0.2 | 4.5 |
| CCCC1(C(=O)OCC)NC(c2ccc(N(C)C)cc2)C2C(=O)N(c3ccc(OCC)cc3)C(=O)C21 (stereo not drawn) | -4.4 | -2.0 | 3.5 | 1.6 | 3.5 | -6.4 | -10.1 | -15.5 | -0.9 | -5.3 |
| Cc1nc2sc3c(c2c2nnc(SCC(=O)NCc4ccco4)n12)CCCC3 | -2.5 | -0.8 | -2.8 | -3.1 | 4.8 | 1.1 | -1.7 | 4.6 | -0.8 | 7.3 |
| NC(=O)c1ccsc1NC(=O)COc1ccccc1 | 0.9 | 9.9 | 1.7 | 5.5 | 34.1 | 37.0 | 10.1 | -136.5 | 2.2 | 69.2* |
| CCCCn1c(-c2ccco2)nc2ccccc2c1=O | 3.7 | -3.6 | 1.3 | -3.4 | 17.9 | 2.1 | 5.4 | 34.4 | 0.0 | 4.1 |
| CC(C)c1c(C(=O)N/N=C/c2ccc(Cl)cc2Cl)nnn1-c1nonc1N | -17.7 | 1.7 | -0.3 | 2.9 | -1.6 | -8.9 | -1.1 | -9.0 | 0.9 | 8.0 |
| CC1=CC(C)(C)Nc2ccc(C)cc21 | -0.6 | 5.3 | 1.0 | 2.9 | 18.9 | 7.5 | -2.0 | 2.9 | -0.2 | 3.1 |

Bioassay records: PubChem, several laboratories
